Source: PubChem (several laboratories)
RmlCD inh 1536 – M. tuberculosis RmlC/RmlD coupled enzyme inhibitors, primary screen, biochemical, compound mixtures, 384-well, from 1536-well plates; RmlC+RmlD coupled enzyme assay, percent inhibition; primary screen in compound mixtures; inhibition, % at 3.6 µM; actives 0.03% (n = 160,000); AID 1533, 2009; in the data active = inhibition mostly above about 34%, no sharp cut-off; also: some results filed as inactive read as strong as hits
Target sequence (P9WH09 whole entry, looked up): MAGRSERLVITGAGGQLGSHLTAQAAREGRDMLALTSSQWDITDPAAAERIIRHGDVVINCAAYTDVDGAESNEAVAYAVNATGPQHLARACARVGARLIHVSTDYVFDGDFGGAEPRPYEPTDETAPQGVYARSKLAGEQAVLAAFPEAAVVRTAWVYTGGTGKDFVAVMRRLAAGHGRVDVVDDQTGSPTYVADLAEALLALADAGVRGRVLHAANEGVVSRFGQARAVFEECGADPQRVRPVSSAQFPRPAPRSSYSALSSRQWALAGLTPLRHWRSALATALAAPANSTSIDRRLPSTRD
Target sequence (P9WH11 whole entry, looked up): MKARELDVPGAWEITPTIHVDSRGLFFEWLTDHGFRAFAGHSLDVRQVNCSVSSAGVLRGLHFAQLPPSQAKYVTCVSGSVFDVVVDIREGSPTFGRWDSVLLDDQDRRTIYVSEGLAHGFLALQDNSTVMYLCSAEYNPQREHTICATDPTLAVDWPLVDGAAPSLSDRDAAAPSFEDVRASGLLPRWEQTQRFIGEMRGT
GlmU inhibition – inhibition of mycobacterial GlmU enzyme – biochemical, glucosamine-1-phosphate acetyltransferase (AID 1376); M. tuberculosis GlmU acetyltransferase enzyme assay; higher % means a stronger effect; inhibition, %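 (tested at 30 µM in the primary screen)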; hits with a dose series show IC50 in µM; actives 0.25% (n = 220,000); in the data active = inhibition above about 13%;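 also: 0% = complete reaction with vehicle and 100% = reaction without substrate; strong numbers were not always called active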
Active calls of the source: *; . = not tested or not shown. These rows are one share of the data, so the mix of outcomes need not match the whole.

SMILES	RmlCD inh 1536	GlmU inhibition
NS(=O)(=O)c1cccc(NC(=O)CSc2ncnc3ccccc23)c1	9	0.0%
COc1ccc(N2C(=O)CSC2c2ccc3c(c2)OCO3)cc1 (centres undefined)	8	0.8%
CCOC(=O)C1CCN(Cc2nnnn2CCc2ccccc2)CC1	2	6.0%
O=C(CN1CCN(c2ccccc2F)CC1)Nc1ccc2c(c1)CCC2	3	-3.8%
Cc1nn(C)c(C(=O)NNC(=S)NCc2ccco2)c1Br	-9	-2.2%
COc1ccccc1NC(=O)c1ccc(NC(=O)CN2CCCC2)cc1	6	0.9%
COc1ccc(-c2ccc(-c3noc(-c4ccccc4F)n3)c(OC)n2)cc1	6	-0.8%
Cc1nn(-c2ncc(C(F)(F)F)cc2Cl)c(=O)n1-c1ccccc1F	61	-0.2%
COc1cccc(C(=O)C2CN(C)CC2c2ccc(Cl)cc2)c1 (centres undefined)	3	-4.5%
COc1ccc(O)c(/C=N/c2sc(C)c(C)c2C#N)c1	-5	-4.1%
CCn1c(SCC(=O)N2CCN(c3ccccc3F)CC2)nnc1-c1ccoc1C	.	1.4%
CCOC(=O)c1cnc(-c2ccccc2)nc1Oc1ccc(OC)cc1	-4	-2.4%
O=C(O)c1cccc(C(=O)O)n1	5	-1.1%
COc1ccccc1NC(=O)CSc1nnc(CCNC(=O)c2ccc(C)cc2)n1C	.	-4.2%
CCN(CC)C(=O)c1sc(NC(=O)c2c(OC)cccc2OC)c(C#N)c1C	5	4.9%
CC1(C)Cc2nc(NCCN3CCOCC3)c(C#N)cc2CO1	4	-6.5%
COc1cc(C(=O)CCN2CCC(c3ccccc3)C2)cc(OC)c1OC (centres undefined)	-10	-5.8%
CNS(=O)(=O)c1ccc2nc(NC(=O)/C=C/c3ccco3)sc2c1	4	-0.6%
CCc1ccnc(NS(=O)(=O)c2ccc3c(c2)OCCO3)c1	6	-1.6%
CCNc1nc(Oc2c(Cl)cccc2Cl)cc(C(F)(F)F)n1	-3	0.2%
O=C(C(Cl)Cl)N1CCN(Cc2ccccc2)CC1	8	-6.8%
CCCC(C)C(=O)Nc1ccc(F)c(Cl)c1 (centres undefined)	11	-3.7%
CCOC(=O)C1=C(C)NC(=O)NC1c1ccsc1 (centres undefined)	9	-2.6%
O=C(Cc1ccccc1)NC(NCCCN1CCOCC1)(C(F)(F)F)C(F)(F)F	-6	-3.2%
O=C(NC1CCc2ccccc21)C1CCN(S(=O)(=O)c2ccc(-n3cnnn3)cc2)CC1 (centres undefined)	8	5.5%
S=C(NCCc1ccccn1)Nc1cc(Cl)cc(Cl)c1	8	-4.0%
O=S1(=O)CC2NC(=S)N(c3cccc(Br)c3)C2C1 (centres undefined)	-8	2.7%
O=C(NC(c1ccccc1)c1ccccc1)c1cccc(S(=O)(=O)NCc2ccccc2)c1	.	-3.4%
CCC(=NCCc1ccccc1)c1c(O)[nH]c(=O)[nH]c1=O	.	5.5%
O=c1c2cnn(-c3ccc(F)cc3)c2ncn1Cc1cccnc1	-9	4.9%
CCCC(=O)Nc1ccc(OCC(=O)OC)cc1	7	1.2%
COC(=O)Cc1ccc(OCc2ccc(Cl)nc2)cc1	-6	-2.8%
COc1ccc(CNC(=S)N/N=C(\C)c2ccc(OC)cc2)cc1	-8	0.0%
O=C(NC1(C(F)(F)F)NC(=O)N(c2ccc(F)c(Cl)c2)C1=O)c1ccncc1 (centres undefined)	16	2.8%
COc1ccc(S(=O)(=O)NCCC(=O)NC(C)c2ccccc2)cc1 (centres undefined)	-6	0.2%
NC(=O)c1ccsc1NC(=O)CSc1nnc(C2CC2)n1Cc1ccccc1	-1	-0.3%
COc1cc(CNc2ccc(N3CCOCC3)c(C(=O)O)c2)ccc1OCC(N)=O	.	4.2%
COc1ccc(NC(=O)CCNS(=O)(=O)c2cccc3nsnc23)cc1	-7	-0.8%
CN(CC(=O)Nc1ccc(N2CCOCC2)cc1)CC(=O)Nc1ccc(Cl)cc1[N+](=O)[O-]	-3	3.1%
Fc1cccc(F)c1/C=N/N1CCOCC1	11	-7.7%
CN(C)c1cncc(C(=O)O)c1	-3	2.4%
COc1ccccc1-c1cc(C(=O)N2CCc3ccccc3C2)c2ccccc2n1	4	.
CCOCc1cn(CC(=O)c2ccc([N+](=O)[O-])cc2)c(C)nc1=N	10	-5.3%
O=C1N=C(N2CCCC2)CN1c1ccccc1	.	-2.7%
CN(C)c1ccc(C(=O)OCC(=O)NC2CCCCC2)cc1	.	7.8%
O=S(=O)(c1ccc(-n2cnnn2)cc1)N(C1CCCCC1)C1CCCCC1	.	2.4%
CS(=O)(=O)c1ccc2nc(NC(=O)Nc3ccc(Cl)c(Cl)c3)sc2c1	-13	-7.9%
COc1ccc(-c2nnc(SCC(=O)Nc3ccccc3)n2C)cc1	7	2.8%
COc1ccc(COCC(CC(C)C)N2CCN(C(=O)c3cccc(C(F)(F)F)c3)CCC2=O)cc1 (centres undefined)	.	-4.7%
Cc1ccc(NC(=O)c2ccc(Cl)cc2Cl)cc1O	-14	5.7%
Cn1c(C(=O)N2CCN(Cc3ccc4c(c3)OCO4)CC2)cc2sccc21	14	0.1%
Cc1ccc(C(=O)O/N=C2\CCS(=O)(=O)c3sccc32)cc1	-9	2.3%
COc1cccc(CN2CCN(C(=O)Nc3ccc([N+](=O)[O-])cc3)CC2)c1	.	-7.0%
CCCC(=O)NC(c1ccc(OC)c(OC)c1)c1c(O)ccc2ccccc12 (centres undefined)	5	3.1%
O=C(c1ccccc1)N1CCN(c2ncnc3sc4c(c23)CCC4)CC1	15	-3.5%
CC1(N2CCOCC2)CC2(O)C(=[N+]1[O-])CCc1c2no[n+]1[O-] (centres undefined)	3	1.2%
COC(=O)c1sccc1N/C=C(\C#N)S(=O)(=O)C(C)(C)C	-2	1.2%
Cc1cc(N2C(=O)C3CC=CC(C)C3C2=O)no1 (centres undefined)	.	2.4%
CCOC(=O)N1CCN(CC(O)COc2c(C)cccc2C)CC1 (centres undefined)	11	-2.4%
FC(F)(F)c1ccc(-c2csc(-c3ccno3)n2)cc1	-11	-4.0%

The results go on.
SMILES	RmlCD inh 1536	GlmU inhibition
CSc1ccc(-c2nc(CSCC(=O)NCCCN3CCOCC3)c(C)o2)cc1	-2	-4.5%
Clc1ccc(C[n+]2cc(-c3ccccc3)n3c2CCC3)cc1Cl	39	-7.7%
C=CCn1c(=NC(=O)c2ccco2)sc2cc(C(=O)OC)ccc21	-19	-9.4%
COc1ccc2[nH]c(=O)c(CN(C(=O)c3cccnc3)c3ccc(C)c(C)c3)cc2c1	0	5.2%
COc1ccc(-c2csc(NC(=S)NC(=O)/C=C/c3ccco3)n2)cc1Br	-2	4.0%
O=C(CSc1ccccn1)Nc1ccc2c(c1)OCO2	-5	-1.1%
CCc1ccc(NC(=S)N(Cc2cccnc2)Cc2ccco2)cc1	-6	3.7%
COc1ccc([N+](=O)[O-])cc1C(=O)Nc1ccc(OCC(=O)N2CCOCC2)cc1	0	0.8%
CNS(=O)(=O)/C=C/c1ccccc1	-5	2.8%
CCS(=O)(=O)c1ccc2c(c1)N(S(C)(=O)=O)CC(C(=O)NCc1ccccc1OC)O2 (centres undefined)	0	2.6%
CC(C)NCC(O)COc1ccc(COCCOC(C)C)cc1 (centres undefined)	.	2.5%
Cc1cc(SCCOc2ccccc2)nc(N)n1	6	1.9%
O=c1c2ccccc2[nH]c2ccccc12	1	2.2%
CN(C)Cc1cc(CCNC(=O)c2ccc(Cl)cc2)ccc1O	-2	-6.0%
O=C(Nc1nc2ccccc2[nH]1)c1cccc(S(=O)(=O)N2CCOCC2)c1	0	0.1%
COC(=O)c1c(C)oc(C)c1S(=O)(=O)Nc1ccc(C(C)C)cc1	4	-6.1%
O=C(CN1C(=O)COc2ccccc21)N(Cc1cccnc1)Cc1ccccc1F	-5	-0.9%
Cc1cccc(C)c1OCC(O)CN1CCN(c2ccccn2)CC1 (centres undefined)	6	-5.1%
O=C1CN(c2nc(-c3ccccc3)c3ccccc3n2)c2ccccc2N1	0	0.1%
COCCN(C(=O)C1CC1)c1nnc(-c2cccc(C)c2)s1	.	1.6%
O=C(Nc1cccc(S(=O)(=O)Nc2ccc(Cl)cc2)c1)c1ccc(Cl)nc1	12	-2.8%
Cc1ccc(C(c2nnnn2CCc2ccccc2)N2CCSCC2)cc1 (centres undefined)	7	.
O=S(=O)(NCc1csc(-c2cccs2)n1)c1ccccc1	.	-9.3%
COC(=O)c1cc(-c2ccccc2)sc1N	-3	-1.1%
CC(C)Oc1ccc(-c2cc(=O)[nH]c(=O)[nH]2)cc1	17	1.7%
CCCCCCCCCOC(=O)C1N2C(=O)[C@@H](NC(=O)COc3ccccc3)[C@H]2SC1(C)C (some centres undefined)	.	1.6%
CCOC(=O)Cc1csc(SCC(=O)Nc2cccc(C#N)c2)n1	.	-8.1%
CC(=Nc1ccccc1)C1=C(O)CC(C)(C)CC1=O	0	2.1%
Cc1ccc(/C=N/n2c(C)cc(C)c(C#N)c2=O)cc1	.	-2.9%
CCOC(=O)C(=O)N1CCC(C(=O)OCC)CC1	-3	1.5%
COc1ccc(C(=O)Nc2ncc3c(n2)-c2ccccc2CC3)cc1	27	1.9%
CC(C)NC(=O)c1ccc(CS(=O)(=O)c2ccc(Br)cc2)o1	11	-1.1%
O=C(NCCC1=CCCCC1)C1CCCN(S(=O)(=O)c2ccc(F)cc2)C1 (centres undefined)	2	0.4%
O=C(NCc1ccc(F)cc1)C(=O)Nc1nc(C23CC4CC(CC(C4)C2)C3)cs1	7	1.1%
O=c1[nH][nH]c2ccccc2c1=O	.	-1.0%
COc1ccc(CSCC(=O)Nc2ccc(S(=O)(=O)N3CCCCCC3)cc2)cc1	-8	3.4%
CCC(=O)Nc1cccc(NC(=O)c2ccc(Br)cc2)c1	8	1.1%
CC1CCN(S(=O)(=O)c2ccc(C(=O)OCc3ccc4c(c3)OCO4)cc2)CC1	-7	1.0%
CCOc1ccc(NC2=C(OC)C(=O)c3ccccc3C2=O)cc1	2	1.3%
Cn1cccc1C(=O)OCC(=O)NC1CCS(=O)(=O)C1 (centres undefined)	.	-0.9%

Sorted by molecular weight (largest number first): some entries from above
SMILES	RmlCD inh 1536	GlmU inhibition
COc1ccc(CSCC(=O)Nc2ccc(S(=O)(=O)N3CCCCCC3)cc2)cc1	-8	3.4%
O=C(Nc1cccc(S(=O)(=O)Nc2ccc(Cl)cc2)c1)c1ccc(Cl)nc1	12	-2.8%
CC1CCN(S(=O)(=O)c2ccc(C(=O)OCc3ccc4c(c3)OCO4)cc2)CC1	-7	1.0%
O=C(NCc1ccc(F)cc1)C(=O)Nc1nc(C23CC4CC(CC(C4)C2)C3)cs1	7	1.1%
O=C(CN1C(=O)COc2ccccc21)N(Cc1cccnc1)Cc1ccccc1F	-5	-0.9%
O=C(NCCC1=CCCCC1)C1CCCN(S(=O)(=O)c2ccc(F)cc2)C1 (centres undefined)	2	0.4%
CC(C)NC(=O)c1ccc(CS(=O)(=O)c2ccc(Br)cc2)o1	11	-1.1%
Cc1ccc(C(c2nnnn2CCc2ccccc2)N2CCSCC2)cc1 (centres undefined)	7	.
CCOC(=O)Cc1csc(SCC(=O)Nc2cccc(C#N)c2)n1	.	-8.1%
O=C1CN(c2nc(-c3ccccc3)c3ccccc3n2)c2ccccc2N1	0	0.1%
CCC(=O)Nc1cccc(NC(=O)c2ccc(Br)cc2)c1	8	1.1%
Cc1cccc(C)c1OCC(O)CN1CCN(c2ccccn2)CC1 (centres undefined)	6	-5.1%
O=S(=O)(NCc1csc(-c2cccs2)n1)c1ccccc1	.	-9.3%
COc1ccc(C(=O)Nc2ncc3c(n2)-c2ccccc2CC3)cc1	27	1.9%
CCOc1ccc(NC2=C(OC)C(=O)c3ccccc3C2=O)cc1	2	1.3%
COCCN(C(=O)C1CC1)c1nnc(-c2cccc(C)c2)s1	.	1.6%
Cn1cccc1C(=O)OCC(=O)NC1CCS(=O)(=O)C1 (centres undefined)	.	-0.9%
Cc1ccc(/C=N/n2c(C)cc(C)c(C#N)c2=O)cc1	.	-2.9%
CCOC(=O)C(=O)N1CCC(C(=O)OCC)CC1	-3	1.5%
CC(C)Oc1ccc(-c2cc(=O)[nH]c(=O)[nH]2)cc1	17	1.7%
COC(=O)c1cc(-c2ccccc2)sc1N	-3	-1.1%

Further records follow:
SMILES	RmlCD inh 1536	GlmU inhibition
O=C(O)C1C2c3ccccc3C(c3ccccc32)C1C(=O)Nc1ccccc1 (centres undefined)	11	-1.5%
O=C(Nc1cccc(S(=O)(=O)NC2=NCCCCC2)c1)c1cc(-c2ccc(Cl)cc2)nc2ccccc12	-4	-4.4%
CC(C)CN(CC(C)C)S(=O)(=O)N1CCC(C(=O)NCc2ccc3c(c2)OCO3)CC1	4	-0.5%
Cc1noc(C)c1CSc1nc2ccccc2c(=O)n1-c1ccc(Cl)cc1	8	3.3%
Cc1ccc(S(=O)(=O)N2CCC(C(=O)N[C@@H](C)C(=O)NCc3ccccc3)CC2)cc1	.	-2.2%
CC1=NCCc2c1[nH]c1ccccc21	.	-16%
N/C(=N/OC(=O)c1ccccc1Cl)c1nonc1N	3	3.9%
O=C(O)CCN1CCc2ccccc2C1c1cccs1 (centres undefined)	-10	1.2%
CC(C)CCNC(=O)c1onc(CSc2ccncc2)c1C(=O)NCCC(C)C	0	1.1%
COC(=O)c1ccc2c(=O)n(-c3ccc(OC)cc3)c(=S)[nH]c2c1	0	1.0%
O=C(N1CCOCC1)N1CCN(c2ccccn2)CC1	-3	4.4%
CCc1c(C)n([O-])c2c([n+]1=O)CCC2	-8	-4.2%
COc1ccc(Cl)cc1N1C(=O)C2CCCN2C1c1sccc1C (centres undefined)	8	1.2%
CCn1c(SCC(=O)Nc2ccc3c(c2)OCO3)nc2c(c1=O)SC(C)C2 (centres undefined)	-11	-5.7%
COc1ccc(C(=O)Nc2cccc(C(C)=O)c2)cc1S(=O)(=O)N1CCOCC1	-52	1.8%
c1cc(-c2noc(CCC3CCCC3)n2)ccn1	.	-2.1%
